# Screening results: PubChem BioAssay, several laboratories
# Wee1 degr inh – human Wee1 degradation inhibition, primary screen; P30291; reporter increase, % at 5 µM; 220,000 compounds, 1.2% hits; HeLa Luc-Wee1K328M stability, luciferase luminescence; 100% = proteasome inhibitor MG132 effect;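 active = activation above the mean of all tested compounds plus 3 SD, set per screening run, cut at about 8.8% in these data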;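 note: cells exposed to compound for 20 h before luminescence read; 0% = DMSO alone and 100% = MG132 at 30 µM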
# NPY-Y2 PAM-ag – potentiates or activates human NPY-Y2 receptor; 220,000 compounds, 0.45% hits; P49146; cells expressing NPY-Y2, potentiator/agonist read-out; activation, % at 3.6 µM; AID 1359; in the data active = activation above about 27%;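 note: cells stimulated with NPY near EC25 plus isoproterenol at EC100; 0% = vehicle plus submaximal agonist and 100% = vehicle plus saturating agonist; some results beyond the cut were filed as inactive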
# Ba/F3 V617F tox – reduce viability of Ba/F3 cells dependent on JAK2V617F. 220,000 compounds, 1.1% hits. Ba/F3 EpoR-JAK2V617F viability, ATP luminescence. inhibition, % at 5.6 µM. AID 1446;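 active = inhibition above the campaign mean plus 3 SD over all tested compounds, cut at about 24% in these data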;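 note: cytokine-independent growth of Ba/F3 cells driven by EpoR plus mutant JAK2; 0% = DMSO-treated cells and 100% = JAK inhibitor I control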
# S1P4 agonist – human S1P4 receptor agonism; 220,000 compounds, 0.35% hits; AID 1509; S1P4-expressing cell line, agonist reporter assay; O95977; activation, % at 4.98 µM; in the data active = activation above about 11%;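 note: 0% = DMSO vehicle and 100% = reference agonist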
# Mdm2 ligase inh – blocks human Mdm2 ubiquitin ligase activity. cell-based MDM2 ubiquitination luciferase reporter, 2 h; 0 = plate control, 100 = twice control, blank-subtracted. AID 1230. Q00987. 210,000 compounds, 0.11% hits. signal enhancement, % at 5 µM;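 active = signal enhancement of 30% or more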;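 note: luminescence tracks abundance of the self-degrading MDM2-luciferase fusion protein; higher signal means inhibition of MDM2 E3 ligase activity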
#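 Timing – 2 h compound exposure at 37 °C · Assay system – mammalian cells stably expressing self-ubiquitinating, self-degrading MDM2 E3–luciferase fusion · Amount – 2000 cells seeded into each well · Measure – % luminescence enhancement versus blank-corrected plate control mean · Measured by – SteadyLite luminescence, 15 min reagent step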
# eIF4E-4G inh – inhibitors of eIF4E and eIF4G interaction in translation initiation; P63073+Q04637; TR-FRET eIF4E-eIF4GI(517-606) binding, 2 h; inhibition, % at 21.7 µM; 220,000 compounds, 0.37% hits; AID 782;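 active = inhibition above about 30%, limit read from the data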;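 note: 0% = full FRET control wells and 100% = background wells lacking eIF4GI fragment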
# BaF3 parental – parental Ba/F3 viability inhibition as JAK2V617F counter-screen. CellTiter-Glo ATP luminescence. inhibition, % at 5.6 µM. 220,000 compounds, 1.1% hits. AID 1486;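 active = inhibition above a per-campaign cutoff, the mean inhibition of all tested compounds plus 3 SD, cut at about 27% in these data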;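 note: 0% = DMSO wells and 100% = JAK Inhibitor I control wells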
# PERK inhibitor – human PERK inhibition, primary cell-based screen; Q9NZJ5; CHO PERK-DD fusion, SEAP luminescence translation reporter; inhibition, % at 5.6 µM; 220,000 compounds, 0.17% hits; AID 1416;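 active = inhibition above the mean inhibition of all tested compounds plus 3 SD, set separately per screening campaign, cut at about 2.9% in these data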;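 note: PERK kinase domain activated by AP20187 dimerizer at 100 nM; 0% = DMSO with dimerizer and 100% = rapamycin at 8.4 µM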
# Target sequence (Q9NZJ5 whole entry, looked up, the tested form may be a part): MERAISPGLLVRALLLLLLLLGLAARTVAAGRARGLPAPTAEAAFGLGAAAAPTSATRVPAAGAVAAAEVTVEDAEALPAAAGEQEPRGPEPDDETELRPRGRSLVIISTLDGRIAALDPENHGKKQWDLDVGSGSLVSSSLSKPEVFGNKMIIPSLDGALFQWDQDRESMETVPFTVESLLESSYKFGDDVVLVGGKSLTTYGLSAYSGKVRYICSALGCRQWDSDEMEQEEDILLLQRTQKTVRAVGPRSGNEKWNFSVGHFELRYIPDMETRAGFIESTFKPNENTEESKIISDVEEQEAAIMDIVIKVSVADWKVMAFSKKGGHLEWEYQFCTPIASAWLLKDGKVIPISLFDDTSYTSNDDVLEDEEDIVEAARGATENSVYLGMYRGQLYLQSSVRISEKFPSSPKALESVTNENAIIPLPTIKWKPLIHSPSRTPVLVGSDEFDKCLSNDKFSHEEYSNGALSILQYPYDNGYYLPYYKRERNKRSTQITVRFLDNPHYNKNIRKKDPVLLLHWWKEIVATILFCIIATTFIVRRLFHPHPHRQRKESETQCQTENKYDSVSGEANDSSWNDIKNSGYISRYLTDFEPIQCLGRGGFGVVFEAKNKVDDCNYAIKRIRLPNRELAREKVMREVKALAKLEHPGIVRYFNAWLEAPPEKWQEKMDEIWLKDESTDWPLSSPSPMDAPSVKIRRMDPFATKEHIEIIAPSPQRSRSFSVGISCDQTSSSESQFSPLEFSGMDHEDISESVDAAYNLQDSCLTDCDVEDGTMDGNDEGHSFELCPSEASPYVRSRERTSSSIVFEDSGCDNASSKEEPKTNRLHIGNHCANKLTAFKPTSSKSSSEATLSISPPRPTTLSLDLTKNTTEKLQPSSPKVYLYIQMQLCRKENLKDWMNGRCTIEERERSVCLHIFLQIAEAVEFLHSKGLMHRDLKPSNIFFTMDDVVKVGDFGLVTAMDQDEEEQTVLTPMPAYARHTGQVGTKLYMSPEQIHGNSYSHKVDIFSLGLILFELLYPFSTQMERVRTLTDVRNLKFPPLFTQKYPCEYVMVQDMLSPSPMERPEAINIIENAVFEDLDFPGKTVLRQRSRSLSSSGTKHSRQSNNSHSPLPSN
# S1P4 antagonist – antagonists of human S1P4 receptor; O95977; S1P4-expressing cells, antagonist mode, reporter read-out; inhibition, % at 4.98 µM; 220,000 compounds, 0.26% hits; AID 1510; in the data active = inhibition above about 29%;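 note: 0% = wells stimulated with agonist and 100% = vehicle wells without agonist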
# Active calls of the source: *; / = no result given; [ ] = another dose, or the depositor's remark.
SMILES,Wee1 degr inh,NPY-Y2 PAM-ag,Ba/F3 V617F tox,S1P4 agonist,Mdm2 ligase inh,eIF4E-4G inh,BaF3 parental,PERK inhibitor,S1P4 antagonist
Cc1ccccc1C(=O)Nc1ccnc(-c2ccncc2)n1,6,11,2,1.4,-8,0,4,-0.3,-3
OCC1(Cc2ccccc2)CCN(CCCC2CCCC2)CC1,0,-20,-2,1.0,-1,-2,1,-0.3,-12
Cc1ccc2nc(NCc3ccccc3)c(C=NCc3ccccc3)c(=O)n2c1,1,4,-2,1.2,-5,2,-1,-0.5,0
Cc1ccc(N(CC(=O)NC(C)(C)C)C(=O)CNC(=O)c2cccs2)cc1,0,-14,1,-0.9,-17,1,5,-0.1,-10
OCCNC(=S)NCc1ccccc1,2,-5,1,1.7,-22,3,2,2.2,-1
CCn1cnc2c1c(=O)n(CC(=O)NCC(F)(F)F)c(=O)n2Cc1ccccc1,9,14,-2,0.3,6,1,-1,0.9,2
COc1cccc(OC)c1-c1nn2c(-c3ccccc3Cl)nnc2s1,-3,18,1,2.7,-16,0,6,-0.6,-3
Cc1noc(C)c1-c1nc(CSc2ccccc2)no1,-2,-16,-3,-0.6,-8,-5,0,-0.2,-10
Cc1cc(C(=O)NCCCOC(C)C)c2ccccc2n1,1,-7,1,-0.8,-15,12,3,-0.4,-2
COc1cccc(CCNC(=O)CC2C(=O)NCCN2CC(C)(C)C)c1 (stereo not drawn),2,-4,0,-1.4,3,2,-1,-0.2,-8
O=C(Oc1ccccc1Cl)c1ccc(-n2cncn2)nc1,1,28,-1,1.4,4,7,-3,1.8,-4
O=C(Cn1nc(-c2cccc(Cl)c2)ccc1=O)Nc1ccc(C(=O)NC2CC2)cc1,-3,11,-3,1.2,4,0,0,0.7,7
COc1cc(C(=O)N2CCN(C(=O)C(Cc3cc(C)ccc3C)NC(C)=O)CC2)cc(OC)c1OC (stereo not drawn),-1,-2,-4,-1.8,3,-3[fluorescence artefact?],5,0.9,-11
O=C(CSc1nnc(NC(=O)C2CC2)s1)NCc1ccco1,0,9,1,1.4,-15,2[fluorescence artefact?],4,0.2,-11
CCn1c(SCC(=O)c2cc(OC)ccc2OC)nnc1-c1ccncc1,1,3,-1,-0.1,/,/,8,0.1,21
N/C(=N\OC(=O)c1cc(-c2ccccc2)nc2ccccc12)c1ccc(Cl)cc1,-2,0,-3,-3.3,-15,-4,-2,1.6,0
COc1ccc(N2C(=O)CC(Sc3nc(C)c4c(n3)CCCC4)C2=O)cc1 (stereo not drawn),1,-10,-3,-5.0,0,-8,2,-0.9,-28
COc1cc(S(=O)(=O)N(C)C2CCCCC2)c(C)cc1C,-1,-3,5,-0.6,11,2,2,0.9,-18
CNC(=O)NC(=O)COC(=O)CCCOc1ccc(OC)cc1,0,1,3,-2.9,-6,-12[fluorescence artefact?],6,-0.1,-8
CCN(c1ccccc1)S(=O)(=O)c1ccc(N)c(OC)c1,3,-10,3,-3.8,-7,-6,11,0.5,1
COc1ccc(OC)c(C2=NNC(=NCc3ccc4c(c3)OCO4)SC2)c1,0,-6,-3,0.8,-16,-13,7,1.1,-9
CCOC(=O)c1ccc(NC(=O)C2(c3ccccc3)CCCC2)cc1,-2,-14,3,-1.3,-17,-6,5,-1.4,1
CCOC(=O)c1c(C)[nH]c(C)c1C(=O)COC(=O)c1ccc(S(=O)(=O)N(CC)CC)cc1,1,3,-2,-0.3,-3,-6,6,-0.1,-18
COC(=O)c1cc(=O)n(-c2ccccc2)c(=Nc2ccccc2)s1,3,18,-4,0.4,/,-4,6,0.3,13
COc1ccc(CNC(=O)CC2Sc3ccccc3NC2=O)cc1 (stereo not drawn),-2,-11,2,0.7,2,3,11,0.3,8
CC1CCCCC1NC(=S)NC(=O)c1ccccc1Br (stereo not drawn),-1,7,-1,-0.8,6,16,-2,1.6,-1
CC(OC(=O)CCc1nc(=O)c2ccccc2n1C)C(=O)NCc1ccc2c(c1)OCO2 (stereo not drawn),-1,4,-1,-0.4,-2,3,2,1.5,9
COc1ccc(S(=O)(=O)n2oc(=O)cc2-c2ccccc2)cc1OC,-3,-8,0,1.4,-15,-1,7,0.0,-2
CCc1cccc(NC(=S)N(CCCN2CCOCC2)C(C)c2cc3cccc(OC)c3o2)c1 (stereo not drawn),0,-23,3,0.3,-23,1,10,-0.2,-10
CCN(CC)C(=O)NCc1c(C)cc(C)cc1C,-3,-12,1,0.8,-7,-4,10,0.6,28
Cc1cccc(NC(=S)N/N=C/c2cccn2Cc2ccc(F)cc2)c1,-3,5,0,1.3,-10,-5,9,0.7,-8
CC(=O)[C@@]1(O)CC[C@H]2[C@@H]3CCC4=CC(=O)CC[C@]4(C)[C@H]3CC[C@@]21C,1,25,-1,0.1,/,2,-1,0.6,-15
COC(=O)CSc1snnc1-c1ccc(Cl)cc1Cl,0,1,-2,-0.2,-6,3,3,1.5,4
O=C1c2ccccc2C(=O)c2c1oc(C(F)(F)F)c2C(=O)c1ccccc1,-3,-10,-1,0.7,-3,5,2,2.2,1
O=C(O)CSc1ncnc2sc(-c3ccccc3)cc12,-1,-4,-2,-0.5,-11,3,2,0.8,5
CC12CCC(C(=O)NNc3ccc([N+](=O)[O-])cc3)(CC1=O)C2(C)C (stereo not drawn),1,2,-6,1.1,-2,0,1,0.0,1
CCC(C)NC(=O)C1=C(C)C(=O)OC12CCC(C)CC2 (stereo not drawn),1,-16,4,-0.9,-15,-3,1,-1.0,5
O=C(CN1CCN(S(=O)(=O)c2ccccc2)CC1)Nc1ccc(Cl)c(Cl)c1,-1,-6,2,0.5,-17,3,4,0.0,-9
O=C1CCCN1CCCN=c1c([N+](=O)[O-])nn(-c2ccc(Cl)cc2)n1O,-1,6,32*,0.5,-88,-2,25,0.3,-33
CCC(C)NC(=O)NCc1ccccc1F (stereo not drawn),-1,-5,2,-0.6,-2,1,5,0.1,-7
Cc1nn(Cc2ccc(F)cc2)c(Cl)c1/C=N/NC(=O)c1ccccc1,-2,-7,0,-1.9,-8,1,0,0.9,-21
CCC(=O)NCCCc1nc2ccccc2n1Cc1ccccc1F,-1,5,3,-0.7,-2,-6,5,-0.1,8
COc1cccc(-c2nn(-c3ccccc3)cc2/C=C(/NC(=O)c2ccccc2)C(=O)O)c1,-1,-5,-3,0.1,1,5,0,0.2,-7
COC(=O)c1cnn(-c2nc(OC)cc(OC)n2)c1C,-1,1,5,-3.1,-6,6,9,0.0,-7
O=C(CSc1nnc2ccccn12)Nc1ccccc1C(=O)NC1CC1,-1,6,-6,-2.5,-16,9[fluorescence artefact?],1,0.1,-13
O=C(O)c1nccnc1C(=O)Nc1ccc(S(=O)(=O)N2CCOCC2)cc1,0,13,-2,0.6,-20,5,0,1.7,-9
COC(=O)c1c(S(=O)(=O)NCc2ccccc2)sc(C(=O)O)c1C,1,3,-1,0.1,-3,-15[fluorescence artefact?],3,1.7,8
O=C(O)c1ccccc1C(=O)Nc1ccc(Br)c2cccnc12,3,12,1,1.5,-9,5,11,1.1,3
CC(=O)c1ccc(NS(=O)(=O)c2c(C)cc(C)cc2C)cc1,4,-12,-4,2.7,-3,4,6,0.4,7
N=c1n(Cc2ccccc2)c2ccccc2n1CC(O)COc1ccc(Cl)cc1Cl (stereo not drawn),1,-16,3,-0.9,-4,11,10,-0.2,-6
Cn1cccc1-c1nc2ccc(NC(=O)c3ccccc3)cc2[nH]1,10*,8,-2,-3.1,-10,3,2,0.7,-22
N=C1/C(=C\c2ccc(OCc3ccccc3)cc2)C(=O)N=C2SC(N3CCCC3)=NN12,0,-15,0,0.2,2,3,-4,2.4,18
Cc1ccc(Oc2nc3c(C)cccn3c(=O)c2/C=C(\C#N)C(N)=O)cc1,3,-5,-4,20*,-4,41*,0,-0.8,-6
COc1ccc(NC(=S)NC(=O)c2ccc(Br)o2)cc1,1,-18,1,-1.3,-13,-2,4,0.6,12
COc1cc(OC)cc(N(C(=O)c2ccco2)C(C(=O)NC2CCCC2)c2ccc(N(C)C)cc2)c1 (stereo not drawn),-1,0,2,0.4,-19,-5,2,-0.6,-6
CCOc1cc(/C=N/Nc2nc3ccccc3[nH]2)cc(Br)c1OCC(=O)N(C)C,0,-6,5,1.2,-12,-3,2,-0.5,-13
COc1ccc(-c2cc(=Nc3ccc(C(=O)O)cc3)c3cc(C)ccc3o2)cc1,4,-3,3,0.8,-9,-1,3,-0.4,-4
CCOC(=O)N1CCN(C(=O)C2CCN(S(=O)(=O)c3ccc(Cl)cc3)CC2)CC1,-2,-11,2,0.4,-13,10,8,-2.6,-1
CN1CCCC(OC(=O)c2cc(Cl)ccc2Cl)C1 (stereo not drawn),4,-5,1,-0.1,-24,3[fluorescence artefact?],5,0.4,-3
COC(=O)C(CCSC)NC(=O)CNC(=O)C1CCCCC1 (stereo not drawn),-2,-10,1,1.1,5,-1[fluorescence artefact?],2,0.3,-16

# Two records drawn at random from those above, as already listed:
SMILES,Wee1 degr inh,NPY-Y2 PAM-ag,Ba/F3 V617F tox,S1P4 agonist,Mdm2 ligase inh,eIF4E-4G inh,BaF3 parental,PERK inhibitor,S1P4 antagonist
COc1ccc(OC)c(C2=NNC(=NCc3ccc4c(c3)OCO4)SC2)c1,0,-6,-3,0.8,-16,-13,7,1.1,-9
N=c1n(Cc2ccccc2)c2ccccc2n1CC(O)COc1ccc(Cl)cc1Cl (stereo not drawn),1,-16,3,-0.9,-4,11,10,-0.2,-6

# (further entries)
SMILES,Wee1 degr inh,NPY-Y2 PAM-ag,Ba/F3 V617F tox,S1P4 agonist,Mdm2 ligase inh,eIF4E-4G inh,BaF3 parental,PERK inhibitor,S1P4 antagonist
CCC(C)NC(=O)CCn1c(-c2ccc(F)cc2)cc(C(C)=O)c1C (stereo not drawn),2,2,-3,1.8,-10,2,3,-0.2,-17
CCCc1cc(-c2nc(N)ncc2-c2csc(C)n2)c(O)cc1OC,-2,-4,-3,0.1,-5,3,2,0.3,-1
NC(N)=N/N=C/c1cc([N+](=O)[O-])ccc1O,2,-2,-2,-0.1,/,3,3,0.7,-9
CN(C)/C=C1\C(=O)NN=C1c1ccccc1,7,-3,1,-2.5,-13,-3,5,0.6,10
Nc1cc(S(=O)(=O)N2CCOCC2)ccc1Oc1ccc(F)cc1,-3,-11,3,1.4,-13,2,10,1.1,-15
CSCCC(NC(=O)c1ccco1)C(=O)OC(C)C(=O)NC(=O)NC1CCCCC1 (stereo not drawn),-3,-21,5,-0.3,-2,-2,4,-0.9,19
O=C1NC(=O)/C(=C\c2ccccc2OCc2cccc([N+](=O)[O-])c2)N1,-3,0,-3,-0.2,-25,1,2,-0.8,4
Cc1cc(NC(=O)CCCC(=O)OCC(F)(F)C(F)F)cc(C)c1C(=O)O,-2,-12,-2,2.0,-13,-7[fluorescence artefact?],0,-0.3,-2
CCC(=O)Nc1cccc(NC(=S)NC(=O)c2cccc(C)c2)c1,2,-4,-2,-0.2,-19,-3,5,-0.8,-10
CCc1ccc(Nc2nc3ccccc3c(=O)s2)cc1,-1,12,-4,0.6,1,2[fluorescence artefact?],1,0.2,-13
O=C(Nc1ccccc1)N1CCN(CCc2ccccc2)CC1,-2,-8,5,0.0,-10,-3,3,0.0,-1
CC(=O)c1ccccc1NC(=O)CC1(CC(=O)O)CCCCC1,-4,-12,1,-0.3,-3,0,5,2.3,-12
CN(C)S(=O)(=O)c1cc(NC(=O)COC(=O)c2ccc3c(c2)OCO3)ccc1Cl,1,-13,-2,-2.3,-8,2,6,1.0,-10
